WT yeast gro inh: growth inhibition of WT strain, primary screen, mitochondrial fusion inhibitor project, WT and mutant strains, chemical genetic. mitochondrial fusion phenotypic screen. inhibition, % at 10 µM. 2.1% of 190,000 active; in the data active = inhibition above about 58%; tested in S. cerevisiae
T cell HTS: modulators of CD8 T cell-vesicle binding, primary screen, mouse 2C CD8+ T cells, flow cytometry; 2C CD8+ T cell-vesicle binding; active compounds read low; calls only at 7 µM; 0.068% of 330,000 active;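 active = response, share of CD8 T cells binding vesicles, and their 90th percentile fluorescence all below set limits, cut at about 80% in these data, passing the limit was not always enough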
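Material: murine 2C transgenic CD8+ T lymphocytes / Also added: QL9-peptide-loaded Drosophila micro-vesicles bearing Ld, ICAM-1 and B7-1 / Schedule: binding step 1.5 h, 37 °C, antibody labelling 20 min, ice / Signal: flow cytometry, PE anti-B7-1 (FL2) versus Alexa647 anti-CD8 (FL8), PFA-fixed / Evaluation: percent CD8+ FL2 mean versus row control / Benchmarks: naked versus QL9-loaded vesicles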
M17LAP inhibition: P. falciparum M17LAP inhibitors, primary screen, biochemical, fluorogenic H-Leu-NHMec substrate, 1536-well (AID 1619); 0.38% of 220,000 active; recombinant M17LAP, H-Leu-NHMec fluorogenic kinetic assay; higher % means a stronger effect; Leucine aminopeptidase (Plasmodium falciparum (isolate 3D7)); inhibition, % at 30 µM; hits with a dose series show IC50 in µM;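 active = compound inhibiting the enzyme by more than half at any dose during confirmatory dose-response retesting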;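 note: plate controls were full reaction with DMSO carrier for no effect and no enzyme background for full effect; strong numbers were not always called active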
P. falciparum M1AAP: P. falciparum M1AAP inhibitors, biochemical, fluorogenic H-Leu-NHMec substrate, 1536-well (AID 1445) | Aminopeptidase N (Plasmodium falciparum (isolate 3D7)) | recombinant M1AAP, H-Leu-NHMec fluorogenic kinetic assay; higher % means a stronger effect | inhibition, % at 30 µM, or IC50 in µM where a hit was titrated | 0.42% of 220,000 active;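 active = primary inhibition above the hit cutoff, then over 50% inhibition at one or more dose response concentrations, cut at about 23% in these data, passing the limit was not always enough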;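 note: plate controls were DMSO full reaction for no effect and no enzyme background for full effect; strong numbers were not always called active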
MT stabilizer: microtubule stabilizers in HeLa cells, primary screen, imaging, high-content imaging | HeLa tubulin immunostaining HCS, 24 h; share of cells brighter than vehicle mean+2SD | % tubulin-high responders, % at 10 µM | 0.83% of 200,000 active | AID 2205, 2009;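 active = plate Z-score above 3 for both tubulin-high and condensed-nucleus cell shares, with cell loss under 80%, at 10 µM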;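 note: anti alpha tubulin signal scored within the nucleus-defined area of each cell; some results filed as inactive read as strong as hits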
b-catenin transl: modulators of beta-catenin nuclear translocation, primary screen, imaging, HeLa cells, immunofluorescence, high-content; nuclear translocation activity, % at 5 µM; 0.3% of 190,000 active; AID 1665, 2009;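 active = nuclear translocation activity above 50% at 5 µM, with a well cell count of 50 or more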;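 note: per-cell ratio of nuclear to cytoplasmic median beta-catenin stain intensity; plate controls were DMSO negative control for no effect and GSK-3 inhibitor IX positive control for full effect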
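Signal – beta-catenin immunofluorescence imaging with DAPI · Test system – human HeLa cell line · Dosing – 5 µM primary single dose, 0.1% DMSO, 0.02–20 µM confirmation series · Measure – % activation, nuclear-to-cytoplasmic median beta-catenin signal ratio per cell · Incubation – 24 h compound exposure at 37°C, 5% CO2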
Dynein cargo inh: inhibitors of GR-EGFP nuclear translocation, primary screen, dynein cargo transport inhibitor project, imaging, high-content, 3617.4 mouse cells; z-score, hits read low; 0.47% of 220,000 active; test concentration mostly 20 µM; stimulated with dexamethasone, 1 µM; active compounds read low; AID 1381, 2008;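 active = plate z-score of nuclear minus cytoplasmic receptor signal below a set negative limit, without overly bright fluorescence or cell loss, cut at about -3.5 in these data, passing the limit was not always enough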;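 note: z-score of nuclear minus cytoplasmic ring GR-EGFP intensity difference per well; some compounds called inactive have numbers as strong as hits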
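Buffer or medium: tet-free, stripped-serum medium; Also added: dexamethasone, 1.0 µM final; Technique: high-content fluorescence imaging after fixation; Times: 48 h induction, 1 h compound, 30 min dex at 37 °C; Read-out: per-cell GR-EGFP intensity, nucleus versus surrounding cytoplasmic ring, well-averaged.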
Yfh1-off respiration: enhancers of respiration in Yfh1-depleted yeast, dose response, Friedreich's ataxia, plus single-dose screen (AID 1465); one-dose fold induction at 50 µM; EC50 in µM for titrated hits; 0.074% of 220,000 active; S. cerevisiae Yfh1-off respiration, WST-1 reduction, 72 h; higher fold induction means a stronger effect;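 active = fold induction of absorbance versus untreated yeast above a set limit, then at least 30% activation at any dose in follow-up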;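 note: activators that raise dye reduction in frataxin-depleted yeast; strong numbers were not always called active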
Autophagy mod: autophagy modulators in MEF cells, primary screen, imaging, high-content, MEF GFP-LC3. calls only at 10 µM (by protocol). MEF GFP-LC3 puncta imaging; test concentration mostly 10 µM. 0.98% of 190,000 active;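 active = percentage of spot-positive cells more than 3 SD above its plate mean, without a fluorescence outlier flag or 80% toxicity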;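 note: spot-positive cell cutoff set from DMSO-treated cells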
WT yeast gro inh mutant strain: second read-out of WT yeast gro inh, no call of its own (marks repeat the call); inhibition, %; mitochondrial fusion phenotypic screen, mutant strain inhibition
Dynein cargo inh cytoplasmic EGFP: recorded beside Dynein cargo inh, whose call it bears; z-score; measured here: cytoplasmic GR-EGFP intensity; active compounds read high
Dynein cargo inh nuclear GR-EGFP: also measured in Dynein cargo inh; calls as there; z-score; measured here: nuclear GR-EGFP intensity;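 lower value marks the stronger effect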
Dynein cargo inh cell count: recorded beside Dynein cargo inh, whose call it bears; z-score; measured here: cell count per field
b-catenin transl cell count 5 µM: second read-out of b-catenin transl, no call of its own (marks repeat the call); cell count; measured here: cell count, cytotoxicity flag
T cell HTS vesicle-bound %: recorded beside T cell HTS, whose call it bears; double positive events, %; measured here: CD8+ vesicle-bound cell fraction;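 binding gate set so that unloaded-vesicle control wells show 10% double positive cells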
MT stabilizer Hoechst-high %: further read-out of MT stabilizer, marked with its call; % Hoechst-high responders; measured here: nuclear condensation Hoechst responders;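 share of cells brighter than vehicle mean plus two SD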
MT stabilizer cytotoxicity %: recorded beside MT stabilizer, whose call it bears; toxicity, %; measured here: cytotoxicity by cell density;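 0% = mean cell density of plate MIN control wells and 100% = no cells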
Autophagy mod cell loss 18 h: further read-out of Autophagy mod, marked with its call; toxicity, %; measured here: cell loss, nuclei count;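 cell loss after 18 h compound exposure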
An asterisk follows results filed as active; i = inactive; / = not tested or not shown.

SMILES	WT yeast gro inh	WT yeast gro inh mutant strain	T cell HTS	T cell HTS vesicle-bound %	M17LAP inhibition	P. falciparum M1AAP	MT stabilizer	MT stabilizer Hoechst-high %	MT stabilizer cytotoxicity %	b-catenin transl	b-catenin transl cell count 5 µM	Dynein cargo inh	Dynein cargo inh cytoplasmic EGFP	Dynein cargo inh nuclear GR-EGFP	Dynein cargo inh cell count	Yfh1-off respiration	Autophagy mod	Autophagy mod cell loss 18 h
Cc1cc(C)nc(/N=C2\NC(=O)CC(C(=O)O)N2c2cccc(Cl)c2)n1 (stereo unspecified)	0	8	i	56	0%	7%	9.8	1.1	6.7	-3.2	1068	-0.23	-0.38	-0.097	1.4	i	i	5
Cc1ccc(C(C)NC(=O)c2c(C)noc2C)cc1C (stereo unspecified)	-9	-6	i	31	4%	-3%	4.6	1.7	7.1	-3.4	1209	1.7	-0.23	-0.19	-0.67	i	i	-4
C/C(CC(C)C)=N\Oc1nc(C)cc(C)n1	/	/	i	55	4%	-9%	/	/	/	0.8	1235	1.5	-0.22	1.5	-1.5	i	/	/
Cc1cccc(NC(=O)Cn2cnc3c(cnn3-c3ccc(F)cc3)c2=O)c1C	9	1	i	37	0%	6%	4.1	2.0	2.3	-0.7	1122	0.23	-0.14	0.37	0.38	i	i	-12
CN(/C(=N\S(=O)(=O)c1ccccc1)C(F)(F)F)c1ccccc1	-1	-8	i	57	-4%	1%	4.0	2.5	11	/	/	3	-0.15	1.2	-2.8	i	i	-19
Nc1ccc2c3c(cccc13)CC2	0	6	i	53	-2%	13%	4.7	4.5	4.4	-0.9	949	-0.62	1.3	-0.11	-0.036	i	i	-4
CN1CCc2c(n(CC(O)CN(CCO)CCO)c3ccccc23)C1=O (stereo unspecified)	19	5	i	64	11%	0%	2.6	0.6	3.0	-0.3	1422	1.6	-0.12	1.1	-1.7	i	i	-14
C/C(=N\n1c(C)cc(C)c(C#N)c1=O)c1cccs1	2	-11	i	36	8%	0%	1.5	1.3	9.0	/	/	-0.59	-0.012	-0.038	-0.15	i	i	-16
CCOc1ccc(-n2c(=S)sc3c(=O)[nH]c(SCC(=O)N4CCC(C)CC4)nc32)cc1	1	8	i	32	24%	30µM*	2.1	1.8	4.1	-3.0	1115	-0.48	0.054	-0.22	0.067	i	i	-2
O=C1C=C(Nc2ccc(O)cc2)CC(c2ccco2)C1 (stereo unspecified)	10	7	i	53	18%	-3%	46*	26*	34*	10	1033	0.47	-0.063	0.94	-2.6	i	i	10
CCOC(=O)N1CCN(c2cc(=O)n(-c3ccc(OCC)cc3)c(=O)[nH]2)CC1	1	9	i	20	11%	1%	1.6	2.2	3.0	/	/	-0.18	-0.25	0.055	-0.45	i	i	-2
Cc1ccc(NC(=O)CN(C)S(=O)(=O)c2cccc3cccnc23)cc1	7	7	i	42	-6%	0%	5.6	1.4	12	/	/	0.75	-0.056	0.58	-0.93	i	i	13
CN1C(=S)SC(/[N+]([O-])=C/c2c(F)cccc2Cl)C1(C)C (stereo unspecified)	/	/	i	26	1%	6%	/	/	/	-5.2	1185	-0.42	-0.27	-0.25	0.36	i	/	/
COc1cc(Cl)cc(C2NC(=S)NC(c3ccccc3)=C2C(C)=O)c1OCC(=O)O (stereo unspecified)	-5	-4	i	51	13%	6%	2.1	1.3	2.0	-0.3	1230	0.7	-0.28	0.46	-0.45	i	i	13
O=S(=O)(c1ccc(NC(=S)Nc2ccc3c(c2)OCO3)cc1)N1CCOCC1	11	-3	i	27	-5%	2%	5.1	2.7	4.5	-1.1	1075	3	-0.26	1	-1.3	i	i	0

Compounds shown so far that contain fluorine, in the order listed:
SMILES	WT yeast gro inh	WT yeast gro inh mutant strain	T cell HTS	T cell HTS vesicle-bound %	M17LAP inhibition	P. falciparum M1AAP	MT stabilizer	MT stabilizer Hoechst-high %	MT stabilizer cytotoxicity %	b-catenin transl	b-catenin transl cell count 5 µM	Dynein cargo inh	Dynein cargo inh cytoplasmic EGFP	Dynein cargo inh nuclear GR-EGFP	Dynein cargo inh cell count	Yfh1-off respiration	Autophagy mod	Autophagy mod cell loss 18 h
Cc1cccc(NC(=O)Cn2cnc3c(cnn3-c3ccc(F)cc3)c2=O)c1C	9	1	i	37	0%	6%	4.1	2.0	2.3	-0.7	1122	0.23	-0.14	0.37	0.38	i	i	-12
CN(/C(=N\S(=O)(=O)c1ccccc1)C(F)(F)F)c1ccccc1	-1	-8	i	57	-4%	1%	4.0	2.5	11	/	/	3	-0.15	1.2	-2.8	i	i	-19
CN1C(=S)SC(/[N+]([O-])=C/c2c(F)cccc2Cl)C1(C)C (stereo unspecified)	/	/	i	26	1%	6%	/	/	/	-5.2	1185	-0.42	-0.27	-0.25	0.36	i	/	/

More structures follow:
SMILES	WT yeast gro inh	WT yeast gro inh mutant strain	T cell HTS	T cell HTS vesicle-bound %	M17LAP inhibition	P. falciparum M1AAP	MT stabilizer	MT stabilizer Hoechst-high %	MT stabilizer cytotoxicity %	b-catenin transl	b-catenin transl cell count 5 µM	Dynein cargo inh	Dynein cargo inh cytoplasmic EGFP	Dynein cargo inh nuclear GR-EGFP	Dynein cargo inh cell count	Yfh1-off respiration	Autophagy mod	Autophagy mod cell loss 18 h
Cc1ccc(-n2c(C)n[nH]c2=S)cc1	1	19	i	34	2%	-5%	3.7	2.3	7.3	-1.9	1187	1	-0.21	0.61	-0.87	i	i	11
CCO[C@@H]1OC(C(N)=O)=C[C@H](c2cn(C(C)=O)c3ccccc23)[C@H]1CCCO	-13	-2	i	28	-5%	-2%	0.9	1.4	2.2	2.5	1078	1.2	-0.19	1.2	-1.3	i	i	17
c1ccc(-c2csc3ncnc(N4CCOCC4)c23)cc1	5	1	i	40	-8%	-2%	2.7	3.0	0.8	-1.3	1462	-1	-0.34	-0.49	1	i	i	11
COc1ccccc1OCCNC(=O)Nc1ccc(Br)cc1	12	1	i	36	-2%	-1%	3.0	1.1	1.6	-2.4	1043	0.54	-0.24	0.38	-1	i	i	-28
CC1(C)CC(=O)C2=C(C1)NC(=O)CC2c1ccccc1F (stereo unspecified)	-4	-13	i	1	3%	-2%	2.9	1.7	3.5	0.5	1307	-0.79	-0.22	-0.23	0.74	i	i	-9
CCCCSc1nc(C)[nH]c1[N+](=O)[O-]	5	19	i	41	-54%	8%	1.0	1.3	4.5	-8.0	1199	-0.64	-0.24	-0.025	0.88	i	i	19
O=C(CSc1ncccn1)Nc1ccc(S(=O)(=O)N2CCCCC2)cc1	16	5	i	40	-1%	0%	2.6	2.1	5.6	-1.7	1327	-0.84	-0.015	0.23	0.26	i	i	-23
O=C(OCc1cccc(F)c1)c1ccc2c(c1)-c1ccccc1C2=O	7	13	i	63	3%	1%	2.5	2.2	7.6	-3.3	1445	0.093	-0.21	0.51	-0.011	i	i	-28
COc1cc(/C=N/N=C2/NC(=O)C(c3ccccc3)S2)ccc1O (stereo unspecified)	-1	-7	i	23	15%	14%	3.0	1.1	3.1	-1.0	1086	1.1	-0.19	0.36	-0.86	/	i	-18
CN1CCN(CCC(=O)N/N=C/c2cc([N+](=O)[O-])ccc2OC(F)F)CC1	-18	-19	i	42	3%	15%	1.3	1.9	3.4	0.3	1105	0.45	-0.13	0.14	-0.49	i	i	-4
CCN1CCCC1CNC(=O)c1ccc(Sc2ccccc2Cl)c([N+](=O)[O-])c1 (stereo unspecified)	37	22	i	42	3%	8%	3.4	2.4	8.7	0.2	1040	1	-0.03	0.5	-0.4	i	i	19
CC(=O)NNC(=O)c1ccncc1	6	5	i	68	-1%	0%	4.7	1.9	2.0	-1.9	1250	2.1	-0.081	1.8	-2.1	i	i	20
Cn1cccc1Cc1nnc(SCC(=O)NCCc2ccccc2)n1C	-6	7	i	58	10%	7%	1.3	2.3	2.2	0.1	1132	0.067	-0.31	0.16	0.36	i	i	2
CCCS(=O)c1nc(C)cc(C)c1S(C)(=O)=O (stereo unspecified)	9	6	i	38	-5%	3%	1.0	2.7	6.9	-2.3	1131	-1.2	-0.32	-0.64	0.75	i	i	-5
CCNC(=O)NC(=O)COC(=O)CCCSc1nc2ccccc2[nH]1	-1	-22	i	33	-7%	1%	3.7	1.9	5.4	-2.7	1126	-0.82	-0.2	-0.42	0.5	/	i	13
CC(C)(O)C1Cc2cc(/C=C/C(=O)O)c(O)cc2O1 (stereo unspecified)	-17	-13	/	/	9%	9%	2.4	0.9	10	-1.6	1102	-0.26	-0.28	-0.058	0.54	i	i	-2
CCn1c(=O)cc(OCC(=O)NCC2CCCO2)c2ccccc21 (stereo unspecified)	-14	12	i	38	-2%	0%	2.9	3.3	6.6	/	/	0.42	-0.22	0.43	-0.33	i	i	2
O=[N+]([O-])c1cccc(/C=N/NC2CCS(=O)(=O)C2)c1 (stereo unspecified)	/	/	i	22	-5%	-4%	/	/	/	0.7	1321	-0.46	-0.26	0.41	0.057	i	/	/

Screening results as filed in PubChem.
